Screening data (PubChem)
core dimer inh – blocks dimerization of HCV core protein | TR-FRET GST/Flag-core106 dimerization, 1536-well | inhibition, % at 5 µM | actives 0.33% (n = 300,000) | AID 1899;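 active = inhibition above the mean of all tested compounds plus 3 SD, set per screening campaign, cut at about 45% in these data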
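Material: Tagged HCV core106 pair (GST and Flag) | Amount: GST-core106 13.5 nM, Flag-core106 17 nM | Medium: KF-containing HEPES buffer, pH 7.45, DTT, CHAPS, BSA | Reagent: Eu donor and XL665 acceptor anti-tag antibodies | Schedule: 4 h at 22.5 °C | Technique: Time-resolved FRET, ex 340 nm, em 617 and 671 nm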
procasp3 activ – procaspase-3 (human) activation; P42574; recombinant procaspase-3 D3A, Ac-DEVD-pNA absorbance 405 nm; activation, % at 8.5 µM; actives 0.11% (n = 330,000);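 active = activation above the mean of all tested compounds plus 3 SD, cut at about 21% in these data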;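 note: 0% = DMSO alone and 100% = DMSO wells spiked with extra 5 µM PC-3 D3A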
Target sequence (P42574 whole entry D9A/D28A/D175A): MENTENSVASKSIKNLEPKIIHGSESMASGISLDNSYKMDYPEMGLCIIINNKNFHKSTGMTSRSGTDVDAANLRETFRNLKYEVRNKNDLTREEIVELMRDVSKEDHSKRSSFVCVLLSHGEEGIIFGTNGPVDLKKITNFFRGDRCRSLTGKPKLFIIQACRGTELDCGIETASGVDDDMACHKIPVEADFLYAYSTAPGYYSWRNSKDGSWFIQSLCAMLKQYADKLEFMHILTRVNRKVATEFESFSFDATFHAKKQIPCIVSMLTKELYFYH
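assay system = Procaspase-3 D3A mutant | signal = absorbance at 405 nm, 0 and 120 min | times = 1 h preincubation plus 2 h reaction at 25 °C | repeats = single replicate | read-out = % activation between DMSO and enzyme-spiked controls | medium = Zinc-free HEPES saline buffer with Triton X-100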
AHR activator – human AHR activation; P35869; AHR-responsive luciferase reporter cells, luminescence; activation, % at 5 µM; actives 2.5% (n = 320,000); AID 2796; in the data active = activation above about 47%;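 note: 0% = vehicle wells and 100% = reference agonist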
CTSL1 counter – blocks F. hepatica cathepsin L1 in PFM18AAP counter-screen; recombinant F. hepatica cathepsin L1, Z-Leu-Arg-MCA fluorescence; inhibition, % at 5.96 µM; actives 0.49% (n = 300,000); AID 1906;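 active = inhibition above the mean of all tested compounds plus 3 SD, set per screening campaign, cut at about 17% in these data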;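 note: 0% = plate median of test compound wells and 100% = 1 µM Z-Phe-Ala-diazomethylketone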
PP5 primary – inhibitors of human protein phosphatase 5 (PP5) | inhibition, % at 6.7 µM | actives 0.18% (n = 320,000) | purified PP5c, OMFP substrate fluorescence | P53041;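 active = inhibition above the campaign's mean inhibition across all tested compounds plus 3 SD, cut at about 9.5% in these data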;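 note: 0% = DMSO only and 100% = 100 µM cantharidin control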
Target sequence (P53041 whole entry, looked up): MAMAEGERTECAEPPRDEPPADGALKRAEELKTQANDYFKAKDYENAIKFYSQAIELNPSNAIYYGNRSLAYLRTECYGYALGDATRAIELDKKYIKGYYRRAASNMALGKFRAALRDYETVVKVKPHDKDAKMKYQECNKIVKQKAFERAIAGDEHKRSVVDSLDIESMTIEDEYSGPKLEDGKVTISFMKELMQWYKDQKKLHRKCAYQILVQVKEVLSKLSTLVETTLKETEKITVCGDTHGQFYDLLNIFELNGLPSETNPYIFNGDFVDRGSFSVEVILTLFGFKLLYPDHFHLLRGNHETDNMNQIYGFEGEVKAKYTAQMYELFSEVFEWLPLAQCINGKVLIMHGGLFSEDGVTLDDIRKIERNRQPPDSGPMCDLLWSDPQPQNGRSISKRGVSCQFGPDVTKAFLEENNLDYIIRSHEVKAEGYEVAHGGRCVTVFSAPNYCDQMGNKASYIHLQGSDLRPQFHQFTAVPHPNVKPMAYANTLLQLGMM
TPT1 inh – blocks Candida albicans tRNA 2'-phosphotransferase | recombinant caTPT1, FP RNA substrate dephosphorylation | inhibition, % at 5 µM | actives 0.81% (n = 300,000) | AID 1962;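 active = inhibition above the mean of all tested compounds plus 3 SD, set per screening campaign, cut at about 24% in these data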;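 note: plate controls were DMSO alone for no effect and ferristatin control at 100 nM for full effect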
PP1 inh – counter-screen for PP5 inhibitors: inhibitors of human PP1-alpha. P62136. purified PP1alpha, OMFP fluorescence. inhibition, % at 6.7 µM. actives 0.9% (n = 320,000). AID 2235;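 active = inhibition above the mean inhibition of all tested compounds plus 3 SD, computed separately for each screening campaign, cut at about 15% in these data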
PAFAH2 FP inh – PAFAH2 (human) inhibition | recombinant PAFAH2, FP-rhodamine activity probe, fluorescence polarization | inhibition, % at 3.39 µM | actives 0.99% (n = 340,000) | AID 492956;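 active = inhibition above the mean over all tested compounds plus 3 SD, cut at about 30% in these data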;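 note: inhibitors block probe labeling of enzyme so polarization drops; 0% = enzyme with DMSO and 100% = wells lacking PAFAH2 protein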
procasp7 counter – counter-screen for procaspase-3 activators: activators of human procaspase-7. P55210. recombinant procaspase-7, Ac-DEVD-pNA absorbance 405 nm; D23A/D198A/D206A triple mutant, cannot self-cleave; scale: DMSO 0, 5 µM enzyme 100. activation, % at 8.5 µM. actives 0.093% (n = 330,000);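 active = percent activation above the screen-wide mean plus 3 SD, cut at about 25% in these data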
Target sequence (P55210 whole entry D23A/D198A/D206A): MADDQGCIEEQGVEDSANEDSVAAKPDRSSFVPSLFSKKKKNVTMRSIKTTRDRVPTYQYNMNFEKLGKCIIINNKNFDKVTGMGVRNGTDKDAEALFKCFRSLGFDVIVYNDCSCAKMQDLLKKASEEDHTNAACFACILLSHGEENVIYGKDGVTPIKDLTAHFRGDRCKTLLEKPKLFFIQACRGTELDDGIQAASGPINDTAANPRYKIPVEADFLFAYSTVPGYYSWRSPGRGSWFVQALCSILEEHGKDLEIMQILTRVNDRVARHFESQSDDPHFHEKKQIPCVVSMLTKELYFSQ
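buffer or medium = Zinc-free HEPES/NaCl buffer, pH 7.4 | material = Procaspase-7 triple mutant (PC-7 D3A) | input = 2 µM procaspase-7 mutant as dispensed | signal = Epi-absorbance of released pNA at 405 nm, two timepoints | timing = 1 h preincubation, 2 h reaction | replicates = singlicate compound testing | evaluation = % activation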
* = called active by the depositor; nt = not tested or not shown.

canonical_smiles,core dimer inh,procasp3 activ,AHR activator,CTSL1 counter,PP5 primary,TPT1 inh,PP1 inh,PAFAH2 FP inh,procasp7 counter
COc1cc(OC)cc(C(=O)OCC(=O)Nc2ccc3[nH]c(=O)[nH]c3c2)c1,-6,8,-1,-7,-0.7,-4,-3,3,3
O=C(Nc1nnc(SCc2ccc(F)cc2)s1)c1cccnc1Cl,6,6,0,3,-0.9,2,1,6,7
COc1cc(CC(=O)Nc2ccccc2N2CCCCC2)cc(OC)c1OC,5,-3,1,0,0.9,2,-2,-1,-6
Cc1csc(NC(=S)NC(=O)c2ccccc2)n1,3,5,1,0,1.6,3,0,7,4
Cc1cccc(N2CCN(CC(=O)Nc3ccccc3[N+](=O)[O-])CC2)c1C,-3,10,0,0,2.4,1,3,-4,-1
Cc1nn(-c2ccccc2)c(Cl)c1C(=O)NNC(=O)c1ccccc1O,nt,9,46,nt,1.9,nt,0,5,2
O=C(CCc1nnc2ccc(NCc3ccco3)nn12)Nc1ccc(F)cc1F,6,4,4,-1,-0.7,-2,-2,5,-2
CC(C)Cn1c(SCc2nnc(-c3cccs3)o2)nc(O)cc1=O,10,3,11,-4,2.2,0,11,-7,-9
O=C(CSc1nnc(-c2ccco2)n1Cc1ccccc1)NCc1ccccc1,-3,4,0,4,-2.1,-6,-1,1,-2
O=C(O)CC(Cn1cnnn1)c1ccccc1 (configuration not stated),11,6,0,-2,3.6,-3,-3,-1,-6
COC(=O)C1(C(=O)OC)NOC2C(=O)N(N(C)c3ncc(C(F)(F)F)cc3Cl)C(=O)C21 (configuration not stated),1,-1,0,-1,1.8,0,0,-3,-5
Cc1nn(C(C)(C)C)c(OC(=O)c2cccs2)c1S(=O)(=O)c1ccccc1,3,0,1,-2,2.0,-8,3,4,2

canonical_smiles,core dimer inh,procasp3 activ,AHR activator,CTSL1 counter,PP5 primary,TPT1 inh,PP1 inh,PAFAH2 FP inh,procasp7 counter
C[C@H](CO)N1C[C@H](C)[C@@H](CN(C)Cc2ccccc2)Oc2c(NC(=O)C3CC3)cccc2C1=O,nt,0,4,nt,nt,nt,nt,7,-3
CCCc1nnc(-c2ccc(OC)cc2)o1,4,-5,-2,-3,-1.7,2,-6,6,1
CCn1nnnc1SCC(=O)NC1Cc2ccccc2C1,1,10,0,-2,-0.2,-1,-4,-3,-1
CC(=O)c1cccc(NC(=O)COC(=O)c2ccc3c(c2)OCO3)c1,nt,10,0,nt,3.7,nt,-5,74*,1
O=C(NCCc1ccccc1)c1cccnc1N1CCCCCC1,10,-1,-1,-4,-0.1,-1,-4,2,6
CC(C)CNC(=O)c1cccc(NC(=O)c2ccc(Cl)c([N+](=O)[O-])c2)c1,3,-2,1,-3,2.7,-1,4,-8,14
COc1ccc(CCN2C(=O)C(Oc3ccccc3C)C2c2ccc3c(c2)OCO3)cc1OC (configuration not stated),2,2,2,2,4.3,-8,-1,4,7
COC(CNC(=O)[C@H](CSCc1ccccc1)N1Cc2ccccc2C1=O)OC,10,-1,0,-1,-3.3,-1,-2,-8,4
COc1cc(/C=C/C(=O)OCC(=O)c2ccccc2)cc(OC)c1OC,nt,3,2,nt,nt,nt,nt,18,7
CCn1cc(C(=O)N2CCN(C(=O)c3ccco3)CC2)c2cc(OC)c(OC)cc2c1=O,0,-10,5,1,0.0,1,-1,-12,-7
OC1C=CSc2nc3ccccc3n21 (configuration not stated),4,14,3,1,-0.3,-2,0,-2,0
COc1ccc(NS(=O)(=O)c2ccc(OC)c(OC)c2)cc1OC,0,7,1,0,1.1,3,-1,-2,-9

canonical_smiles,core dimer inh,procasp3 activ,AHR activator,CTSL1 counter,PP5 primary,TPT1 inh,PP1 inh,PAFAH2 FP inh,procasp7 counter
CO[C@@H]1O[C@@H]2COC(c3ccccc3)O[C@@H]2[C@@H](OC)[C@@H]1O (some centres not stated),-5,5,-1,-1,2.3,-3,2,-3,3
O=c1cc(NC2CCCCC2)[nH]c(=O)[nH]1,-3,-10,7,-2,0.6,2,0,-2,7
O=C(NC(C(=O)N/N=C/c1cc([N+](=O)[O-])ccc1O)c1n[nH]c(=O)c2ccccc12)c1ccccc1 (configuration not stated),0,-18,5,3,3.8,-2,27*,-5,-8
N#Cc1nc(COc2ccc(Br)cc2)oc1NCCCn1ccnc1,-6,-8,3,-2,5.0,2,-13,0,-6
Cc1ccc(C(=O)NC2CC(C)(C)NC(C)(C)C2)cc1Cl,0,6,-1,1,0.4,2,1,5,1
CCCc1nnc(NC(=O)OCC)s1,0,1,74*,-1,0.0,2,-3,4,8
Cn1nc(C(F)(F)F)c(-c2cccc(C(F)(F)F)c2)c1NC(=O)CSCC(=O)O,-3,-9,0,-1,1.6,-1,-4,5,3
COc1cc2[nH]c(C(=O)NCCc3ccccc3)cc2c(OC)c1OC,-11,5,2,4,2.0,-2,1,-4,2
N#Cc1ccc(CN2CCN(C(=O)c3ccc(S(=O)(=O)NCc4ccco4)cc3)CC2)cc1,nt,-5,0,nt,-0.3,nt,-4,3,8
CC1CCc2nn(CC(=O)NCCN3CCOCC3)cc2C1 (configuration not stated),5,5,1,1,1.3,-1,0,3,10
CCOc1cc(C(=S)N2CCOCC2)ccc1OS(=O)(=O)c1ccccc1[N+](=O)[O-],10,-1,2,3,-0.5,2,-4,4,1
Cc1c(NC(=O)c2cc3nc(-c4ccc(Br)cc4)cc(C(F)(F)F)n3n2)c(=O)n(-c2ccccc2)n1C,11,-1,2,5,-3.3,-3,-3,6,1

canonical_smiles,core dimer inh,procasp3 activ,AHR activator,CTSL1 counter,PP5 primary,TPT1 inh,PP1 inh,PAFAH2 FP inh,procasp7 counter
CCOc1ccc(C(=O)Nc2cc(Cl)ccc2-n2cncn2)cc1OC,5,8,44,-2,0.3,1,1,4,2
COc1c2ccccc2c(OC)c2ccccc12,-7,81*,1,3,2.9,-2,3,-4,63*
CCc1[nH]nc2c1C(c1ccsc1)C(C#N)=C(N)O2 (configuration not stated),2,0,1,-1,-1.8,0,0,3,6
O=C(CSc1nnc(SCc2ccc(Cl)cc2)s1)N1CCOCC1,10,15,1,-2,1.0,-1,0,-3,5
CSCCC(NC(=O)COc1ccccc1)C(=O)OCCOc1ccc(F)cc1 (configuration not stated),-1,-2,2,-2,2.0,0,-1,3,2
Cc1cccnc1NC(=O)CCNS(=O)(=O)c1ccc2c(c1)c(=O)n(C)c(=O)n2C,0,2,0,1,2.2,0,-2,5,11
COc1ccccc1N/C(=N/S(=O)(=O)c1ccc(C)cc1)c1ccc(Cl)cc1,5,-6,19,5,4.0,0,-3,-10,1
CCCn1cnc2c(c1=O)c1nc3ccccc3nc1n2CCc1ccccc1,7,5,-6,1,2.0,-4,-8,5,-6
COc1ccc2[nH]c(=S)[nH]c2c1,-9,1,-3,-4,2.4,0,-1,-2,3
O=C(Cn1cnc2c(nnn2-c2ccccc2)c1=O)NCC1CCCO1 (configuration not stated),2,-6,2,0,-0.3,1,-2,2,3
CCCc1cc(=O)[nH]c(SCc2ccccc2)n1,3,-5,5,2,-2.7,-1,-2,2,-12
CC(C)(C)c1ccc(C(=O)N2CCC(C(=O)NC3CC3)CC2)cc1,2,-1,5,1,-1.8,-1,-2,4,-3

Random excerpt: 3 records from the list
canonical_smiles,core dimer inh,procasp3 activ,AHR activator,CTSL1 counter,PP5 primary,TPT1 inh,PP1 inh,PAFAH2 FP inh,procasp7 counter
CCOc1ccc(C(=O)Nc2cc(Cl)ccc2-n2cncn2)cc1OC,5,8,44,-2,0.3,1,1,4,2
CCCc1cc(=O)[nH]c(SCc2ccccc2)n1,3,-5,5,2,-2.7,-1,-2,2,-12
O=C(Cn1cnc2c(nnn2-c2ccccc2)c1=O)NCC1CCCO1 (configuration not stated),2,-6,2,0,-0.3,1,-2,2,3

The listing continues.
canonical_smiles,core dimer inh,procasp3 activ,AHR activator,CTSL1 counter,PP5 primary,TPT1 inh,PP1 inh,PAFAH2 FP inh,procasp7 counter
Nc1ncnc(NNC(=O)CNC(=O)c2c(F)cccc2Cl)c1[N+](=O)[O-],1,-13,-2,6,-0.6,-1,-2,2,0
Clc1ccc(CSc2nnc(-c3ccncc3)o2)cc1,4,6,-6,-2,3.9,-3,3,2,9
CCc1cc(/C(Cc2ccc3ccccc3n2)=N\O)c(O)cc1O,-4,-4,88*,-10,5.4,-1,-1,17,2
CCN(CC(=O)Nc1ccc2c(c1)OCO2)CC(=O)Nc1ccccc1C(F)(F)F,nt,2,4,nt,3.9,nt,2,6,-6
O=C(CN1C(=O)NC2(CCCCC2)C1=O)N(Cc1ccco1)Cc1cccs1,0,-7,0,1,0.8,1,-4,-5,-5
O=C(OCc1nnc(-c2ccccc2)o1)c1ccc(Br)o1,-5,-13,1,-3,2.4,-1,-1,9,1
COc1ccc(CCNC(=O)c2cc3c(cc2Cl)N2CCCCCC2=NS3(=O)=O)cc1,-4,-8,0,5,-0.2,-3,-1,-2,3
COc1ccccc1NC(=O)c1ccc(COc2ccccc2Br)o1,7,0,15,-6,2.8,3,9,1,-11
CC(OC(=O)CC1CCCC1)C(=O)Nc1ccc(Cl)cn1 (configuration not stated),3,1,-2,-4,-0.7,-1,-4,-1,-3
CCCn1c(N)c(C(=O)CSc2nnc(Cc3cccs3)n2C2CC2)c(=O)n(C)c1=O,nt,-8,1,nt,3.4,nt,0,0,1
CN(Cc1ccncc1)C1CC(=O)N(c2ccc(Cl)cc2)C1=O (configuration not stated),-1,-11,2,-6,1.2,-8,-3,0,14
COc1ccc(-c2cc3ccc(OCC(N)=O)cc3oc2=O)cc1OC,5,-8,2,4,0.4,2,1,1,1

canonical_smiles,core dimer inh,procasp3 activ,AHR activator,CTSL1 counter,PP5 primary,TPT1 inh,PP1 inh,PAFAH2 FP inh,procasp7 counter
CC(=O)c1cccc(OCc2cc(C(=O)N3CCSCC3)no2)c1,4,1,21,0,3.7,0,-4,2,4
O=C(O)c1cc(Br)ccn1,8,-4,-3,-1,1.8,-4,1,3,8
Cc1ccc(OCCOC(=O)c2cccc(S(=O)(=O)N3CC(C)OC(C)C3)c2)cc1 (configuration not stated),nt,12,0,nt,3.4,nt,-5,-1,-6
O=C(NCc1ccco1)c1cc(S(=O)(=O)N2CCCC2)ccc1Cl,5,5,0,-1,3.3,3,0,-4,12
COc1ccc(NC(=O)NC(C)c2ccc3c(c2)OCO3)cc1OC (configuration not stated),-4,8,6,-1,-0.9,-1,-1,6,0
CC(C)(C)c1ccc(OCC(=O)N(Cc2cccs2)C2CCS(=O)(=O)C2)cc1 (configuration not stated),14,-6,3,5,1.5,-3,-1,11,5
COc1ccc(C(=O)N2CCN(Cc3ccccc3)CC2)cc1[N+](=O)[O-],6,-2,-2,-2,2.0,-1,-6,-5,-3
CCCCN(CCCC)CC(O)COc1ccc(Br)cc1 (configuration not stated),-2,3,1,5,-0.4,-3,0,-4,4
COCCCN1C(=O)C(O)=C(C(C)=O)C1c1ccccn1 (configuration not stated),1,0,0,5,0.8,-2,1,1,8
Cc1nc(-c2ccccc2)c(Cc2ccccc2O)c(=O)[nH]1,7,13,1,-6,0.0,-4,3,-2,12
COC(=O)NC1(C(F)(F)F)C(=O)Nc2c1c(=O)n(C)c(=O)n2C (configuration not stated),-1,-2,-2,1,-1.7,2,-1,0,5
